Pin1 inh: blocks the human prolyl isomerase Pin1; Q13526; Pin1 FP peptide displacement, HiFluor488, 10 min; Potency, µM (highest dose often 115 µM), inactives show top-dose activity, negative = inhibition, usual class: inhibitors; hit rate 0.009% among 390,000; active = well fitted inhibition curve with a large enough effect in the polarisation, with a control signal flat, not every such curve was filed as active; inconclusive = small, poorly fitted or top-dose-only effect, or effect the other way, or a change in a side signal; inactive = no such curve, though single readings can be large or run the other way; the % refers to the polarisation; note: potency is the fitted concentration of half-maximal effect; % is set by controls: 0 for no effect and ±100 for the full control effect
Target sequence (Q13526 whole entry, looked up): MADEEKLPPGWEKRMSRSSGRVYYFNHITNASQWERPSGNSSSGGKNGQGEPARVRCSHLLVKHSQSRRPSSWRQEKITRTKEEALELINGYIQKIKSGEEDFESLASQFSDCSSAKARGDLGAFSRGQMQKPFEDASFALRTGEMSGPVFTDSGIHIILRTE
TrxR1 substrate: is turned over as a substrate by rat TrxR1. O89049. purified TrxR1 substrate turnover, NADPH consumption readout. Potency, µM (highest dose often 114 µM), for the others: at the top dose activity change, negative = substrate turnover. AID 588456. hit rate 0.01% among 390,000; note: potency is the fitted concentration of half-maximal effect; % is set by controls: 0 for no effect and ±100 for the full control effect; nearly all actives have a fitted effect of over 50% in size
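Rat TrxR1, dispensed at 90 nM, was prereduced with 400 uM NADPH (final) for 5 min at ~22 deg C, then incubated with compound 15 min before 400 uM selenite. A first-read NADPH fluorescence drop versus no-compound background flagged substrates.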
GLS inhibitor: glutaminase GLS (human) inhibition; Potency, µM (titrated, usually from 45.5 µM), for the others: top-dose activity change, negative = inhibition, usual class: inhibitors; hit rate 0.21% among 410,000; GLS enzymatic activity, qHTS titration; O94925; note: potency is the fitted concentration of half-maximal effect; % is set by controls: 0 for no effect and ±100 for the full control effect
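Two-point fluorescence kinetic (t0, 30 min RT) for hKGA; glutamate detected via glutamate oxidase–HRP–Amplex Red. Substrate: 1 mM L-glutamine solution; buffer 45 mM KH2PO4, pH 8.2.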
PGK inhibitor: T. brucei PGK inhibition | Potency, µM (titrated, usually from 57.5 µM), inactives show top-dose activity change, negative = inhibition, usual class: inhibitors | P07378 | hit rate 0.043% among 380,000 | PGK/GAPDH coupled, Kinase-Glo luminescence, 60 min; note: potency is the fitted concentration of half-maximal effect; % is set by controls: 0 for no effect and ±100 for the full control effect; nearly all actives have a fitted effect of over 60% in size
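Luminescent ATP detection (Kinase-Glo Plus) follows a 60-minute room-temperature incubation, with wells lacking PGK as controls. Buffer: 100 mM TEA (pH 7.6), 5 mM MgCl2, 0.01% Tween-20. Coupling enzyme GAPDH (100 nM final) supplies unstable 1,3-BPG in-well.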
IDH1 R132H inh: blocks human mutant IDH1 R132H enzyme; Potency, µM (series often up to 76.6 µM), for the others: at the highest dose activity change, negative = inhibition, hits mostly inhibitors; O75874; AID 602179; IDH1-R132H enzyme, NADPH consumption, diaphorase/resazurin fluorescence; hit rate 0.093% among 390,000; note: potency is the fitted concentration of half-maximal effect; % is set by controls: 0 for no effect and ±100 for the full control effect; nearly all actives have a fitted effect of over 65% in size
Target sequence (O75874 whole entry R132H, stated change not applied): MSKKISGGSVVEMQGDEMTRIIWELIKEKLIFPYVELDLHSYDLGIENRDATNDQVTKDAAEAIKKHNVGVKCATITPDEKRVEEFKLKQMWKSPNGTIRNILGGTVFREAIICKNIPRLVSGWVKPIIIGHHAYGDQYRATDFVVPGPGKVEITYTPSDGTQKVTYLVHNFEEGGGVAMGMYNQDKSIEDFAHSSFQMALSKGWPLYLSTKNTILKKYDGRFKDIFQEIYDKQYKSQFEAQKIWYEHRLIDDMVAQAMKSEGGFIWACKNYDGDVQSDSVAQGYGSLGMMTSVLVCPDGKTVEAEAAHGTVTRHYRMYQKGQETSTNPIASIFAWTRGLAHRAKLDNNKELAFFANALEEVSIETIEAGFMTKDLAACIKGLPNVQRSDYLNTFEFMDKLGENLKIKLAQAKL
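IDH1-R132H (0.5 ug/mL) preincubated 30 min with compound, then NADPH (0.016 mM) and alpha-KG (2 mM) added; 80 min at RT, pH 7.5. Remaining NADPH coupled via diaphorase/resazurin to fluorescence (540/590 nm); concentration-response curves normalized to no-enzyme control.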
PI4K2A inh: PI4K2A (human) kinase inhibition; hit rate 0.13% among 420,000; AID 1346378; purified PI4K2A, ADP-Glo luminescence, 1 h; stronger effect = lower value; Q9BTU6; activity change, negative = inhibition, % at 76.9 µM; in the data active = activity change below about -50%; inconclusive = mostly about -30% to -49%;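 note: -100% = wells without enzyme as full effect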
Target sequence (Q9BTU6 whole entry, looked up): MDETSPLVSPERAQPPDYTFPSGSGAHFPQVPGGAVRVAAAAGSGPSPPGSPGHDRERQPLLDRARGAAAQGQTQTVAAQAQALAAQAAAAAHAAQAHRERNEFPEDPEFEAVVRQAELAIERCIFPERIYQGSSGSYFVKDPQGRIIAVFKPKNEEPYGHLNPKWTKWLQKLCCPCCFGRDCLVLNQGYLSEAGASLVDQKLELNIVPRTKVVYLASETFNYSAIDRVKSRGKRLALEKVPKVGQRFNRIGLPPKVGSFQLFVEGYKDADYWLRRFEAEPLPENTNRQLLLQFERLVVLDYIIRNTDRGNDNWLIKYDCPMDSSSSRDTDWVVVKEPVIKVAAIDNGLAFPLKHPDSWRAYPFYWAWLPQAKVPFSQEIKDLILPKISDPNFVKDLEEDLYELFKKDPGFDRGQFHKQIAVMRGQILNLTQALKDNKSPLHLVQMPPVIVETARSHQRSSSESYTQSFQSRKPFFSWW
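ADP-Glo luminescence measured ADP generated by PI4K2A enzyme (4 ug/mL before mixing) with 1.2 mM PI substrate (pre-mix) and 300 microM ATP (pre-mix). Tris pH7.5 buffer with MgCl2, Triton X-100; 1 h reaction at ambient temperature.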
TrxR1 inh: blocks rat thioredoxin reductase 1; O89049; recombinant rTrxR1, NADPH fluorescence consumption, selenite substrate; Potency, µM (highest dose often 114 µM), inactives show top-dose activity change, negative = inhibition, usual class: inhibitors; hit rate 1% among 390,000; note: potency is the fitted concentration of half-maximal effect; % is set by controls: 0 for no effect and ±100 for the full control effect; nearly all actives have a fitted effect of over 65% in size
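Rat TrxR1 (90 nM in the dispensed reagent) was pre-reduced with 400 uM NADPH for 5 min at room temperature, then incubated with compound for 15 min. After 400 uM selenite was added, NADPH fluorescence (Ex 340/Em 450 nm) was followed for 8 min.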
HP1b chromo inh: blocks HP1-beta chromodomain binding to methylated histone tails. P83916. AlphaScreen HP1-beta / biotin-H3K9me3 peptide binding. Potency, µM (highest dose often 114 µM), without a hit: top-dose activity change, negative = inhibition, most hits filed as inhibitors. hit rate 0.56% among 390,000; note: potency is the fitted concentration of half-maximal effect; nearly all actives have a fitted effect of over 70% in size; inactives centre near 23
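HP1-beta protein (50 nM final) preincubated 30 min at room temperature with biotinylated H3(1-18)K9me3 peptide (50 nM) in PBS pH 7.4, 0.01% Tween-20, then compound added for 30 min. AlphaScreen streptavidin donor/nickel chelate acceptor beads (10 ug/mL final), 30 min dark, luminescence read.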
USP1-UAF1 inh: inhibitors of human USP1/UAF1 deubiquitinase; hit rate 0.23% among 390,000; O94782; recombinant USP1/UAF1, Ub-Rhodamine cleavage fluorescence; Potency, µM (top dose mostly 57.1 µM), without a hit: top-dose activity change, negative = inhibition, usual class: inhibitors; note: potency is the fitted concentration of half-maximal effect; % is set by controls: 0 for no effect and ±100 for the full control effect; nearly all actives have a fitted effect of over 60% in size; inactives centre near -12
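In this screen, compounds sit with the deubiquitinase complex (1nM) for 15 min at room temperature before Ub-Rho is added at 150nM final. Fluorescence rise is then followed for 6 reads every 60 seconds.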
* marks the source's active call; other numbers are inactive results; i = inactive; u = inconclusive; x = no result given; [ ] = remark or other dose. Unless noted, calls come from the whole dose curve; as a rule, active = well fitted curve in the direction sought with a large enough effect; inconclusive = small, poorly fitted or top-dose-only effect, or another doubt; inactive = no such curve, though single readings can be large; an effect the other way counts as inactive or inconclusive.

canonical_smiles,Pin1 inh,TrxR1 substrate,GLS inhibitor,PGK inhibitor,IDH1 R132H inh,PI4K2A inh,TrxR1 inh,HP1b chromo inh,USP1-UAF1 inh
Cc1nonc1CC(=O)NC1CCCc2c1cnn2-c1ccc(F)cc1F (centres undefined),2%,2%,-8%,-6%,1%,2,10%,56%[activator],u
Cc1cc(C)cc(NS(=O)(=O)c2ccc3c(c2)C(C)(C)C(=O)N3C)c1,-1%,0%[57.1 µM],14%,3%,-2%,1,0%[57.1 µM],20%,-18%
Cc1ccc(Cn2cc(C(=O)c3ccc4c(c3)OCO4)c(=O)c3cc(C)ccc32)cc1,16%,1%,-1%,-12%,0%,4,25%,-4%,2%
Cc1nn(C)cc1/C=N/NC(=O)c1ccc2c(c1)OCO2,-3%,-6%,3%,-7%,5%,-7,-5%,13%,-17%
CC(=O)Nc1nonc1NC(=O)c1ccc(C(C)(C)C)cc1,-6%,-2%,-5%,11%,1%,3,6%,13%,-12%
CCN(CC)CCCn1c2c(c(SCC(=O)Nc3ccc(OC(F)(F)F)cc3)nc1=O)CCC2,3%,-5%,2%,-12%,3%,-3,-3%,7%,-18%
CCOc1ccc(C2C(C(N)=O)=C(C)Nc3nc(-c4ccc(OC)cc4)nn32)cc1 (centres undefined),-1%,8%,2%,-9%,2%,2,13%,21%,-1%
C/C=C\C=C/C(=O)Nc1cccc(C2=NOC3(C2)C[C@H](C(N)=O)N(C(=O)Cc2ccc([N+](=O)[O-])cc2)C3)c1 (some centres undefined),u,8%[57.1 µM],-10%,i,-10%,-26,7.9µM*,u,u
C/C(=N\NC(=O)CCc1c(C)n[nH]c1C)c1ccc([N+](=O)[O-])cc1,3%,-7%,9%,-2%,-4%,-3,8%,19%,-2%
COc1ccc(NCc2nnc(SCC(=O)Nc3cc(C)cc(C)c3)o2)cc1,1%,-1%,1%,4%,10%,3,-2%,-2%,u
CCN(C(=O)COc1ccccc1)C1CCCCC1,0%,-2%,19%,3%,0%,4,7%,45%[activator],-4%
Cc1cc(O)c(CN2CCN(S(=O)(=O)c3cccs3)CC2)cc1C(C)C,7%,-8%,-4%,i,1%,-3,20%,29%,-10%

Remaining list, next part:
canonical_smiles,Pin1 inh,TrxR1 substrate,GLS inhibitor,PGK inhibitor,IDH1 R132H inh,PI4K2A inh,TrxR1 inh,HP1b chromo inh,USP1-UAF1 inh
OC(CNC1CCCC1)COc1ccc(F)cc1 (centres undefined),-1%,10%[2.29 µM],0%,0%,-4%,-3,27%[2.29 µM],44%[activator],-19%
Cc1cccc(Nc2cc(=O)n(C)c(=O)n2C)c1,x,x,4%,-6%,0%,9,x,x,-23%
CCOc1ccccc1NC(=O)C1CCCN(S(=O)(=O)c2cn(C)cn2)C1 (centres undefined),-10%,0%[57.1 µM],10%,i,-14%,0,13%[57.1 µM],24%,-26%
Cc1ccccc1C(=O)NCCn1cc(SCC(=O)NCC2CCCO2)c2ccccc21 (centres undefined),-3%,-11%,0%,-11%,6%,0,-3%,18%,-9%
O=C(COC(=O)c1ccc(Sc2ccccc2)c([N+](=O)[O-])c1)NC1CCCc2ccccc21 (centres undefined),-9%,2%,-2%,6%,0%,1,10%,19%,-16%
COc1ccc(C(=O)NC(=S)NCC2CCCO2)cc1 (centres undefined),-10%,-6%,0%,-8%,2%,3,-21%,28%,-3%
S=c1nc[nH]c2c1[nH]c1ccc(Cl)cc12,0%,7%,-3%,-7%,0%,2,1%,72%[activator],-13%
CC1CCN(C(=O)c2cc(-c3ccc(Br)cc3)on2)CC1,2%,3%,6%,0%,4%,-3,16%,19%,-18%
O=C(CCc1nc2ccccc2c(=O)[nH]1)N1CCN(S(=O)(=O)c2ccc(F)cc2)CC1,-2%,-7%,-4%,-7%,-1%,-4,-21%,20%,-7%
Cc1cccc(C)c1OCc1cc(C(=O)N2CCC(C3CCCCC3)C2)no1 (centres undefined),12%,-14%,3%,9%,2%,-2,-14%,70%[activator],-14%
Cc1ccc(NC(=O)COC(=O)c2cc(Cl)ccc2Cl)c(Br)c1,0%,-5%,9%,6%,0%,1,-13%,25%,-1%
COc1ccc(C=C2CS(=O)(=O)CC(=Cc3ccc(OC)cc3)C2=O)cc1,x,x,-11%,i,-9%,-1,x,x,-25%

Continued:
canonical_smiles,Pin1 inh,TrxR1 substrate,GLS inhibitor,PGK inhibitor,IDH1 R132H inh,PI4K2A inh,TrxR1 inh,HP1b chromo inh,USP1-UAF1 inh
CCCC(=O)NNC(=O)CC(=O)Nc1ccccc1C(=O)O,-1%,5%,-6%,1%,0%,2,21%,4%[57 µM],-22%
CCCc1cnc(N2CCN(C(=S)NC)CC2)nc1,5%,8%[57.1 µM],-11%,-10%,9%,1,27%[57.1 µM],27%,-7%
CSc1nn(Cc2ccc(Cl)cc2)c(N(C(C)=O)C(C)=O)c1S(=O)(=O)c1ccccc1,44%[activator],7%,9%,8%,u,12,1%,24%,-29%
CCOc1ccccc1C=NN=Cc1ccccc1O,0%,9%[11.4 µM],10%,-1%,3%,1,24%[11.4 µM],119%[activator],-12%
CCOC(=O)Cc1csc(NC(=O)CSc2nccn2C)n1,6%,1%,6%,5%,-13%,-10,13%,31%,-7%
COc1ccc(CCNC(=O)/C=C/C(=O)O)cc1,1%,-14%[57.1 µM],5%,i,4%,-1,25%[57.1 µM],43%[activator],-21%
CCN(c1ccccc1)S(=O)(=O)c1cccc(C(=O)NCc2ccncc2)c1,1%,2%,6%,-2%,-1%,-1,3%,20%,-16%
O=[N+]([O-])c1cc2c(c(CSc3ncccn3)c1)OCOC2,-14%,1%[57.1 µM],-9%,11%,4%,1,13%[57.1 µM],11%,u
CC1CCCCN1C(=O)CCn1c(=S)oc2ccccc21 (centres undefined),-2%,-2%,-4%,11%,9%,3,7%,15%,-17%
COc1ccc(N2C3=[N+](CCCC3)CC2(C)O)cc1 (centres undefined),-2%,-3%,9%,-6%,4%,2,11%,16%,-8%
CC1CC2(C)Oc3ccccc3CC2C(C)C1CNCCCN(C)C (centres undefined),2%,0%,-1%,7%,0%,2,1%,29%,-4%
COc1cccc(CNC(=O)C2CCN(S(=O)(=O)c3ccc4c(c3)CC(C)N4C(=O)C3CC3)CC2)c1 (centres undefined),-2%,-3%,2%,7%,11%,1,10%,24%,-12%

Next part:
canonical_smiles,Pin1 inh,TrxR1 substrate,GLS inhibitor,PGK inhibitor,IDH1 R132H inh,PI4K2A inh,TrxR1 inh,HP1b chromo inh,USP1-UAF1 inh
S=C(NCc1ccncc1)NC1CCCCC1,7%,4%,5%,x,10%,-3,0%,89%[activator],-13%
C/C(=N/NC(=O)c1ccncc1)c1c[nH]c2ccccc12,0%,-6%,7%,-4%,4%,1,3%[57.1 µM],30%,-10%
Cc1ccc(NC(=O)CSc2nc(=O)n(Cc3ccncc3)c3c2CCC3)cc1Cl,-3%,-10%[57.1 µM],6%,-8%,13%,-5,-30%[57.1 µM],28%,u
Cc1c(Br)c([N+](=O)[O-])nn1CC(=O)N1CCCc2ccccc21,-6%,-12%,0%,-3%,6%,-6,-7%,20%,-8%
O=C(c1ccccc1Oc1ccccc1)N1CCN(c2ccccc2F)CC1,-2%,-16%,2%,i,1%,2,9%[57.1 µM],52%[activator],-7%
CC(=O)Oc1ccc(C(=O)Nc2ccccc2C(=O)Nc2cccc(C(=O)O)c2)cc1,-2%,8%[57.1 µM],0%,-9%,17%,1,18%[57.1 µM],4%,-27%
Cc1ccc(C23CC4CC(CC(NC(=O)NCCN(C)C)(C4)C2)C3)cc1,4%,1%,-4%,-4%,3%,2,13%,40%[activator],-5%
Cc1nc(Br)c(Br)c(C)c1Br,1%,6%[57.1 µM],0%,i,11%,-1,16%[2.29 µM],42%[activator],u

Entries above that have fluorine (5):
canonical_smiles,Pin1 inh,TrxR1 substrate,GLS inhibitor,PGK inhibitor,IDH1 R132H inh,PI4K2A inh,TrxR1 inh,HP1b chromo inh,USP1-UAF1 inh
Cc1nonc1CC(=O)NC1CCCc2c1cnn2-c1ccc(F)cc1F (centres undefined),2%,2%,-8%,-6%,1%,2,10%,56%[activator],u
CCN(CC)CCCn1c2c(c(SCC(=O)Nc3ccc(OC(F)(F)F)cc3)nc1=O)CCC2,3%,-5%,2%,-12%,3%,-3,-3%,7%,-18%
OC(CNC1CCCC1)COc1ccc(F)cc1 (centres undefined),-1%,10%[2.29 µM],0%,0%,-4%,-3,27%[2.29 µM],44%[activator],-19%
O=C(CCc1nc2ccccc2c(=O)[nH]1)N1CCN(S(=O)(=O)c2ccc(F)cc2)CC1,-2%,-7%,-4%,-7%,-1%,-4,-21%,20%,-7%
O=C(c1ccccc1Oc1ccccc1)N1CCN(c2ccccc2F)CC1,-2%,-16%,2%,i,1%,2,9%[57.1 µM],52%[activator],-7%

An excerpt; count on the stated rates, not on these rows.
